ALOX12 inh: blocks human arachidonate 12S-lipoxygenase | P18054 | purified 12hLO, xylenol orange hydroperoxide absorbance | Potency, µM (series often up to 108 µM), inactives show at the top dose activity change, negative = inhibition, most hits filed as inhibitors | actives 1.1% (n = 580,000); note: % is set by controls: 0 for no effect and ±100 for the full control effect
Target sequence (P18054 whole entry, looked up): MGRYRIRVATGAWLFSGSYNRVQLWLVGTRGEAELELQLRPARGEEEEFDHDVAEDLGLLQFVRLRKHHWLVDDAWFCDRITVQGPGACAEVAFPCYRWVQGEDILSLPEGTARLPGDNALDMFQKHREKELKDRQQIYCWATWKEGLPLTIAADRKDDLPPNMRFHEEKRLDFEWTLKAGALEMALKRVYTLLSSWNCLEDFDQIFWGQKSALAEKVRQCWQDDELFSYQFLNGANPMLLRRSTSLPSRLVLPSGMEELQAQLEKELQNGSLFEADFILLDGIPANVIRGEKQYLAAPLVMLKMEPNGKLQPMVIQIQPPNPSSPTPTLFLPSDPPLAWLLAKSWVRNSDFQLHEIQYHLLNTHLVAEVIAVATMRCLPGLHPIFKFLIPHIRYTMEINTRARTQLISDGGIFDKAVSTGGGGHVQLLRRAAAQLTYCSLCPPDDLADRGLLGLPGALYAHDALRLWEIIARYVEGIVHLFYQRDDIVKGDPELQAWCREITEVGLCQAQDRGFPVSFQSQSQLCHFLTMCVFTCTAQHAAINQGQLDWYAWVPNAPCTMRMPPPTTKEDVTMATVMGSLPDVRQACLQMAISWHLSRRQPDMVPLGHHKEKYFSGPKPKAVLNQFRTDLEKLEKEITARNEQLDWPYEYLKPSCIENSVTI
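Purified human 12hLO at 150 nM in 25 mM Hepes, 0.01% Triton X-100, pH 7.0, preincubated 15 min at room temperature with compound. Reaction started with 40 uM arachidonic acid, 30 min at room temperature. Hydroperoxide measured by Fe-xylenol orange, 573/405 nm absorbance ratio.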
JMJD2A Tudor: blocks the human JMJD2A Tudor domain | O75164 | AlphaScreen JMJD2A-Tudor / H3K4me3 peptide binding | Potency, µM (series often up to 114 µM), for the others: at the top dose activity change, negative = inhibition, usual class: inhibitors | actives 4.4% (n = 390,000); note: % is set by controls: 0 for no effect and ±100 for the full control effect; nearly all actives have a fitted effect of over 50% in size
Pin1 inhibitor: blocks the human prolyl isomerase Pin1; Pin1 FP peptide displacement, HiFluor488, 10 min; Potency, µM (titrated, usually from 115 µM), for inactives: top-dose activity, negative = inhibition, usual class: inhibitors; actives 0.009% (n = 390,000); active = well fitted inhibition curve with a large enough effect in the polarisation, with a control signal flat, not every such curve was filed as active; inconclusive = small, poorly fitted or top-dose-only effect, or effect the other way, or a change in a side signal; inactive = no such curve, though single readings can be large or run the other way; the % refers to the polarisation; note: % is set by controls: 0 for no effect and ±100 for the full control effect
Target sequence (Q13526 whole entry, looked up): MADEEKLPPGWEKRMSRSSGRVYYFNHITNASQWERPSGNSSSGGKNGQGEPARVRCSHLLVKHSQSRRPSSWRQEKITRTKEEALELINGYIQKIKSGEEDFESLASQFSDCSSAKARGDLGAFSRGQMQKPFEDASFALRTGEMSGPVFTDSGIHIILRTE
ERG Ets-DNA blk: inhibitors of human ERG Ets domain-DNA interaction; P11308; fluorescence polarization, His-ERG Ets domain / labelled DNA; Potency, µM (titrated, usually from 76.9 µM), for the others: at the highest dose FP activity, negative = inhibition, hits mostly inhibitors; actives 0.028% (n = 370,000); active = well fitted inhibition curve with a large enough effect in the polarisation, with a control signal flat; inconclusive = small, poorly fitted or top-dose-only effect, or effect the other way, or a change in a side signal; inactive = no such curve, though single readings can be large or run the other way; the % refers to the polarisation;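 note: polarization taken with two DNA probes labelled with fluorescein and Texas red; % of control where 0% means no effect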
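His-tagged ERG Ets domain (1 uM in the protein solution; 300mM KCl, 50mM Tris-HCl, 1mM EDTA, 1mM DTT, pH 7.5) received compound, then a probe mix of 5 nM fluorescein-DNA and 100nM Texas-615-DNA. Fluorescence polarization was read for both dyes.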
HP1b binding inh: blocks HP1-beta chromodomain binding to methylated histone tails. P83916. AlphaScreen HP1-beta / biotin-H3K9me3 peptide binding. Potency, µM (doses to about 114 µM), for inactives: at the top dose activity change, negative = inhibition, most hits filed as inhibitors. actives 0.56% (n = 390,000). AID 540317; note: nearly all actives have a fitted effect of over 70% in size; inactives centre near 23
Target sequence (P83916 whole entry, looked up): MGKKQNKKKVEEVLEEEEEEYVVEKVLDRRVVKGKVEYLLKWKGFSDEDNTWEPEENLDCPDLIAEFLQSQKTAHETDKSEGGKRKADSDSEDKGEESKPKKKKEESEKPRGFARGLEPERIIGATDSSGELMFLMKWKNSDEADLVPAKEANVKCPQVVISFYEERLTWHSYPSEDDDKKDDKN
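Compound inhibition of the preformed complex between 50 nM HP1-beta and 50 nM biotinylated H3K9me3 peptide was read by AlphaScreen. Buffer was PBS pH 7.4 with 0.01% Tween-20. Incubations ran 30 min at room temperature, with 10 ug/mL donor/acceptor beads.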
GLS inh: inhibitors of human glutaminase (GLS). GLS enzymatic activity, qHTS titration. Potency, µM (highest dose often 45.5 µM), for the others: at the top dose activity change, negative = inhibition, usual class: inhibitors. actives 0.21% (n = 410,000). AID 624170; note: % is set by controls: 0 for no effect and ±100 for the full control effect
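Human kidney-isoform GLS in 45 mM KH2PO4 pH 8.2, 0.02% Tween-20, with compound, started with 1mM L-Glutamine (added stock). Glutamate oxidase/HRP/Amplex red coupled fluorescence read at start and after 30 min at RT.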
RGS4 inh: inhibitors of human regulator of G protein signaling 4; P49798; Transcreener GDP fluorescence polarization, RGS4-accelerated GTP hydrolysis; Potency, µM (doses to about 114 µM), inactives show top-dose activity change, negative = inhibition, usual class: inhibitors; actives 0.039% (n = 390,000); note: % is set by controls: 0 for no effect and ±100 for the full control effect; nearly all actives have a fitted effect of over 75% in size; some results filed as inactive show a strong effect at the top dose
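MLSMR compounds (23 nl, pin-transferred) preincubated 10 min at room temperature with a 500nM (2x) first reagent, then RGS4 at 900nM (2x) plus Transcreener GDP mix added; fluorescence polarization (620/688 nm) read before and after 90 min at 30 °C.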
TrxR1 inh: blocks rat thioredoxin reductase 1. recombinant rTrxR1, NADPH fluorescence consumption, selenite substrate. Potency, µM (series often up to 114 µM), inactives show at the top dose activity change, negative = inhibition, usual class: inhibitors. actives 1% (n = 390,000). AID 588453; note: % is set by controls: 0 for no effect and ±100 for the full control effect; nearly all actives have a fitted effect of over 65% in size
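Rat TrxR1 (90 nM in the dispensed reagent) was pre-reduced with 400 uM NADPH for 5 min at room temperature, then incubated with compound for 15 min. After 400 uM selenite was added, NADPH fluorescence (Ex 340/Em 450 nm) was followed for 8 min.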
PGK inhibitor: T. brucei PGK inhibition. PGK/GAPDH coupled, Kinase-Glo luminescence, 60 min. Potency, µM (highest dose often 57.5 µM), for inactives: top-dose activity change, negative = inhibition, usual class: inhibitors. actives 0.043% (n = 380,000). AID 602233; note: % is set by controls: 0 for no effect and ±100 for the full control effect; nearly all actives have a fitted effect of over 60% in size
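Luminescent ATP detection (Kinase-Glo Plus) follows a 60-minute room-temperature incubation, with wells lacking PGK as controls. Buffer: 100 mM TEA (pH 7.6), 5 mM MgCl2, 0.01% Tween-20. Coupling enzyme GAPDH (100 nM final) supplies unstable 1,3-BPG in-well.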
* hit, by the source's call; i = inactive; ? = inconclusive; & = joins results of further samples; [ ] = remark or other dose. Unless noted, calls come from the whole dose curve; as a rule, active = well fitted curve in the direction sought with a large enough effect; inconclusive = small, poorly fitted or top-dose-only effect, or another doubt; inactive = no such curve, though single readings can be large; an effect the other way counts as inactive or inconclusive. Potency is the fitted concentration of half-maximal effect. An excerpt; the hit share may differ from the screen's.

Below each SMILES – ALOX12 inh | JMJD2A Tudor | Pin1 inhibitor | ERG Ets-DNA blk | HP1b binding inh | GLS inh | RGS4 inh | TrxR1 inh | PGK inhibitor
- CC(=O)c1ccc(C(=O)N2CCCC(CCC(=O)N(C)CCc3ccccn3)C2)s1 (stereo unspecified)
    -11% | 7% | 0% | 6% | 23% | -2% | -19% | -5%[57.1 µM] | -2%
- Cc1cc(F)ccc1NC(=O)c1ccc(NS(=O)(=O)c2cc(C(C)(C)C)ccc2C)cc1
    5% | -17% | ? | ? | 19% | 0% | -6% | 10% | -3%
- O=C(O)CC(Cc1ccc(Cl)cc1)C(=O)NCC12CC3CC(CC(C3)C1)C2 (stereo unspecified)
    -24% | -11% | -4% | -3% | 30% | -15% | -5% | 17% | -1%
- CN(C(=O)c1ccc2c(Cl)c3c(nc2c1)CCC3)c1ccccc1F
    -9% | ? | -1% | 2% | 43%[activator] | 5% | -5% | 4% | -1%
- O=C(c1ccco1)N1CCN(c2ccc(Cl)cc2)CC1
    -26% | -22% | 2% | 0% | 4% | 36%[activator] | 27% | 9% | 8%
- COc1ccc(C)cc1-n1[nH]nnc1=S
    ? | 25µM* | 6% | -4% | -17% | -1% | -4% | 3%[57.1 µM] | -8%
- CCN(CC(=O)Nc1c(F)cccc1F)C(=O)Cc1n[nH]c(=O)c2ccccc12
    -9%&-22% | -1% | -5% | -5% | 26% | -4% | -7% | 10% | -8%
- Cc1noc(/C=C/c2ccco2)c1S(=O)(=O)N1CCC(C(=O)N2CCc3ccccc32)CC1
    14µM* | -24% | 38%[activator] | 13% | 21% | -4% | ? | ? | i
- CC(NC(=O)OC(C)(C)C)C(=O)N1CCCC1C(=O)NC(Cc1ccccc1)C(N)=O (stereo unspecified)
    18% | -21% | -2% | 3% | 3% | -8% | -27% | 20% | -8%
- O=C(Cc1cccs1)NCCSc1c(-c2ccc(Cl)cc2)[nH]c2ccccc12
    -6% | -24% | 0% | -3% | 6% | -2% | 15% | 67%[activator][57.1 µM] | -4%

Full records as entered above. Order of screens: ALOX12 inh	JMJD2A Tudor	Pin1 inhibitor	ERG Ets-DNA blk	HP1b binding inh	GLS inh	RGS4 inh	TrxR1 inh	PGK inhibitor
`O=C(Cc1cccs1)NCCSc1c(-c2ccc(Cl)cc2)[nH]c2ccccc12` is listed as -6%	-24%	0%	-3%	6%	-2%	15%	67%[activator][57.1 µM]	-4%
`O=C(O)CC(Cc1ccc(Cl)cc1)C(=O)NCC12CC3CC(CC(C3)C1)C2` (stereo unspecified) is listed as -24%	-11%	-4%	-3%	30%	-15%	-5%	17%	-1%

Going on with the list:
Below each SMILES – ALOX12 inh | JMJD2A Tudor | Pin1 inhibitor | ERG Ets-DNA blk | HP1b binding inh | GLS inh | RGS4 inh | TrxR1 inh | PGK inhibitor
- CC(=O)c1cccc(NS(=O)(=O)c2ccc3c(c2)N(C(C)=O)CCO3)c1
    -26% | ? | 1% | 12% | 49%[activator] | 4% | 38% | 2% | -1%
- CN(CC(=O)Nc1ccccc1Cl)C(=O)COC(=O)Cc1ccc(F)cc1
    1% | -9% | 4% | -7% | 29% | -4% | -20% | 5% | -8%
- O=[N+]([O-])c1cc(Cl)cc2c1nc(NCCO)c1ccccc12
    5% | -34% | ? | -6% | -22% | 2% | 3% | -6% | 5%
- CCc1nnc(SCC(=O)N(C)c2ccccc2)c2cc3sccc3n12
    ? | -16% | 0% | -9% | 44%[activator] | -4% | 4% | -5% | -2%
- COc1cccc(COc2ncnc3sccc23)c1
    0% | -8% | -2% | -1% | 59%[activator] | 1% | -8% | 11%[57.1 µM] | -12%
- COc1ccccc1OCCNC(=O)C1CC(=O)N(Cc2ccc(C)cc2)C1 (stereo unspecified)
    ? | -4% | 3% | 9% | 22% | -4% | -20% | 10% | -5%
- c1ccc(C2CC(c3cccs3)n3nnnc3N2)cc1 (stereo unspecified)
    -20% | 1% | -5% | -8% | 27% | 3% | -9% | 2%[57.1 µM] | -8%
- CCCOc1ccc(C2C(C(=O)c3ccco3)=C(O)C(=O)N2CCCn2ccnc2)cc1 (stereo unspecified)
    3% | -13% | 1% | 3% | 28% | 1% | -3% | -36% | 8%
- O=C(C(=O)N1CCN(c2ccc([N+](=O)[O-])cc2)CC1)c1cn(CC(=O)N2CCOCC2)c2ccccc12
    -18% | -18% | -1% | -2% | -4% | -1% | 9% | -23% | -5%
- Cc1cc(=O)c(C(=O)OC(C)C(=O)NC(N)=O)nn1-c1ccc(Cl)cc1 (stereo unspecified)
    -4% | -7% | -3% | 15% | 14% | 13% | 6% | 8% | -3%
- CC(C)(C)C(=O)Nc1nc2ccc(S(C)(=O)=O)cc2s1
    -3% | -3% | 17% | 15% | 15% | -1% | -28% | 9%[57.1 µM] | -3%
- CN(C(=O)c1ccc(NC(=O)C2CCN(C(=O)OC(C)(C)C)CC2)cc1)C1CCC1
    -3% | 4% | -2% | -4% | 29% | 7% | 4% | 13% | 5%
- COc1cc(C(=S)N2CCCC2)ccc1OCc1ccc(C)cc1
    -8% | -28% | 2% | 10% | -5% | 3% | -24% | 38%[2.29 µM] | -8%
- COc1cccc(-c2nc(CS(=O)(=O)CC(=O)NCCCN3CCN(C)CC3)c(C)o2)c1
    1%&-2%&-30% | -16%&-20% | -1%&2% | 14%&-6% | 53%&22%[activator] | -1%&2% | -4%[56.9 µM] | 31%[57.1 µM] | -5%&-6%
- O=C(NCC1CCCO1)C1CCCN(S(=O)(=O)c2cccc3nsnc23)C1 (stereo unspecified)
    0% | 4% | -3% | 0% | 48%[activator] | -8% | 8% | 9% | i
- COc1cccc(-c2ccc3c(N)c(C(=O)NC4CC4)sc3n2)c1
    -29% | -20% | -2% | 4% | 88%[activator] | -15% | ? | 4%[57.1 µM] | -3%
- CC/C(=N\NC(=O)CNC(=O)/C=C/c1ccco1)c1ccccc1
    -2% | ? | 0% | -11% | 22% | -12% | -52% | ? | -7%
- COc1ccc(C(=O)n2cnc3ccccc32)cc1
    ? | 6% | 3% | -13% | 60%[activator] | -3% | -8% | 25%[11.4 µM] | -10%
- O=C(CN1C(=O)C2C3CCC(C3)C2C1=O)NCc1ccco1 (stereo unspecified)
    5% | -9% | -1% | 5% | 21% | 1% | -2% | 21%[57.1 µM] | -17%
- O=C(Nc1cccc(C(=O)N2CCOCC2)c1)c1ccccc1
    -3% | -9%[57.1 µM] | -1% | 4% | 60%[activator] | 22% | 9% | 8% | -6%
- CS(=O)(=O)Nc1ccc(C2=NN(S(C)(=O)=O)C(c3ccc4c(c3)OCO4)C2)cc1 (stereo unspecified)
    -17% | -8% | 17% | 2% | 15% | 5% | 3% | ? | -5%
- Cc1cc(C(=O)NNC(=S)NC(C)c2ccccc2)cs1 (stereo unspecified)
    -9% | -11% | 1% | -11% | 24% | 14% | -52% | -3% | -5%
- Cn1c(SCc2nc(-c3ccc(Cl)cc3)no2)nnc1-c1cccs1
    -16% | -29% | 6% | 3% | 16% | -6% | -9% | -10% | -5%
- Cn1c(=O)c2c(SCc3cccnc3)nc(C3CC3)nc2n(C)c1=O
    4% | -11% | 4% | 0% | 24% | -1% | 4% | 17%[57.1 µM] | -9%
- COc1ccc(-c2noc(C3CCCN(C(=O)CCc4ccccc4)C3)n2)cc1 (stereo unspecified)
    -1% | 0% | 1% | -3% | 56%[activator] | -14% | -5% | 19% | i
- CCOC(=O)Cc1csc(CC(N)=O)n1
    0% | -12% | -4% | 2% | 21% | 3% | 7% | 14% | -2%
- O=C(CSc1n[nH]c(=O)n1C1CC1)Nc1ccc(F)c(Cl)c1
    11% | 1% | 0% | 0% | 4% | 9% | -7% | 0% | 5%
- CCN(C(=O)COC(=O)c1nccnc1N)c1cccc2ccccc12
    ? | ? | 7% | -1% | -5% | -1% | -4% | 17% | -7%
- Cc1sc(NC(=O)c2sc3nc4c(C)cccc4cc3c2N)c(C#N)c1C
    ? | -31% | ? | 4% | 11% | 14% | -49% | 0% | -1%
- CC(C)c1ccc(/C=N/NC(=O)c2ccccn2)cc1
    -1% | -14% | -7% | 7% | 42%[activator] | 10% | -2% | -12% | -14%
- O=C(Cn1nc(C(F)(F)F)c2c1CCC2)Nc1ccccc1C(F)(F)F
    -4% | -17% | 0% | -5% | 17% | 1% | -14% | 14% | -1%
- COc1cc(/C=N/NC(=O)c2cccc(C)c2)ccc1OCC(=O)Nc1ccccc1
    266%[activator] | -26% | 1% | -5% | 14% | -12% | -23% | 4%[57.1 µM] | -4%

Among those listed so far, six have fluorine:
Below each SMILES – ALOX12 inh | JMJD2A Tudor | Pin1 inhibitor | ERG Ets-DNA blk | HP1b binding inh | GLS inh | RGS4 inh | TrxR1 inh | PGK inhibitor
- Cc1cc(F)ccc1NC(=O)c1ccc(NS(=O)(=O)c2cc(C(C)(C)C)ccc2C)cc1
    5% | -17% | ? | ? | 19% | 0% | -6% | 10% | -3%
- CN(C(=O)c1ccc2c(Cl)c3c(nc2c1)CCC3)c1ccccc1F
    -9% | ? | -1% | 2% | 43%[activator] | 5% | -5% | 4% | -1%
- CCN(CC(=O)Nc1c(F)cccc1F)C(=O)Cc1n[nH]c(=O)c2ccccc12
    -9%&-22% | -1% | -5% | -5% | 26% | -4% | -7% | 10% | -8%
- CN(CC(=O)Nc1ccccc1Cl)C(=O)COC(=O)Cc1ccc(F)cc1
    1% | -9% | 4% | -7% | 29% | -4% | -20% | 5% | -8%
- O=C(CSc1n[nH]c(=O)n1C1CC1)Nc1ccc(F)c(Cl)c1
    11% | 1% | 0% | 0% | 4% | 9% | -7% | 0% | 5%
- O=C(Cn1nc(C(F)(F)F)c2c1CCC2)Nc1ccccc1C(F)(F)F
    -4% | -17% | 0% | -5% | 17% | 1% | -14% | 14% | -1%
